# High-throughput results (PubChem BioAssay)
# FXIa inh mix: factor XIa (human) inhibition, mixture screen; P03951; purified FXIa, fluorogenic substrate, pooled mixtures; inhibition, % at 5 µM; 62,000 tested, 0.19% active;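 also: each value is inhibition by a whole ten-compound pool holding the compound; 0% = enzyme with no mixture and 100% = wells lacking enzyme; strong numbers were not always called active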
# A340 absorber: absorbance at 340 nm; compound absorbance at 340 nm, fold over control; AID 708; fold change at 10 µM; 65,000 tested, under 10 active;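 active = at 10 µM dose, initial 340 nm absorbance at least 2 fold that of control wells; inactive = change under 2 fold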;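 also: initial absorbance extrapolated from kinetic A340 decline of NADH oxidation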
# FXIIa mix inh: inhibitors of human coagulation factor XIIa, pooled mixtures. AID 684. purified FXIIa, fluorogenic substrate. 62,000 tested, 0.2% active. inhibition, % at 5 µM. P00748;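 also: 0% = enzyme without compound and 100% = no enzyme blank; some results filed as inactive read as strong as hits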
# MMP13 inh: inhibitors of human MMP13; MMP-13 fTHP FRET cleavage, Mca fluorescence; inhibition, % at 4 µM; 65,000 tested, 0.07% active; AID 570;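 active = inhibition above the mean of compound-free control plate wells plus 3 SD, cut at about 14% in these data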;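 also: 0% = DMSO wells and 100% = wells with reference MMP-13 inhibitor after basal subtraction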
# DUSP1 inh: inhibitors of human MKP-1 phosphatase. P28562. recombinant MKP-1, OMFP hydrolysis fluorescence. 65,000 tested, 0.15% active. AID 374. inhibition, %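 (compounds tested at a single concentration somewhere between 10 and 100 µM)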;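 active = inhibition above about 50%, limit read from the data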;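 also: 0% = DMSO max control wells and 100% = wells with enzyme stopped by NaOH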
# Target sequence (P28562 whole entry, looked up): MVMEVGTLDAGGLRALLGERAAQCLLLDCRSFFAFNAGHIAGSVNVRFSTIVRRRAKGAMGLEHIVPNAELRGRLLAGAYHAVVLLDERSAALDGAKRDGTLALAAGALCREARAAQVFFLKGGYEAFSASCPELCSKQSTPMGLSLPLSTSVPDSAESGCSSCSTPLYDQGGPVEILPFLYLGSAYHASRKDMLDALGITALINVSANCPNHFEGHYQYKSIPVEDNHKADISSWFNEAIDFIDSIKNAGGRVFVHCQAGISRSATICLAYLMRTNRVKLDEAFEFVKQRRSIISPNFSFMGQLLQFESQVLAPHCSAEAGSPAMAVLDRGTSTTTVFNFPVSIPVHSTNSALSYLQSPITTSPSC
# JNK3 blocker: inhibitors of human JNK3 kinase. P53779. purified JNK3 kinase activity, HTS. inhibition, % at 8 µM. 60,000 tested, 0.61% active; in the data active = inhibition above about 17%;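 also: 0% = DMSO and 100% = reference inhibitor; many of its hits are not listed in these tables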
# Cdc25B block: human M-phase inducer phosphatase 2 inhibition; P30305; recombinant Cdc25B, OMFP fluorescence Ex485/Em525; inhibition, %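 (compounds tested at 10 µM final in the well)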; 65,000 tested, 0.1% active; AID 368; in the data active = inhibition above about 50%
# Target sequence (P30305 whole entry, looked up): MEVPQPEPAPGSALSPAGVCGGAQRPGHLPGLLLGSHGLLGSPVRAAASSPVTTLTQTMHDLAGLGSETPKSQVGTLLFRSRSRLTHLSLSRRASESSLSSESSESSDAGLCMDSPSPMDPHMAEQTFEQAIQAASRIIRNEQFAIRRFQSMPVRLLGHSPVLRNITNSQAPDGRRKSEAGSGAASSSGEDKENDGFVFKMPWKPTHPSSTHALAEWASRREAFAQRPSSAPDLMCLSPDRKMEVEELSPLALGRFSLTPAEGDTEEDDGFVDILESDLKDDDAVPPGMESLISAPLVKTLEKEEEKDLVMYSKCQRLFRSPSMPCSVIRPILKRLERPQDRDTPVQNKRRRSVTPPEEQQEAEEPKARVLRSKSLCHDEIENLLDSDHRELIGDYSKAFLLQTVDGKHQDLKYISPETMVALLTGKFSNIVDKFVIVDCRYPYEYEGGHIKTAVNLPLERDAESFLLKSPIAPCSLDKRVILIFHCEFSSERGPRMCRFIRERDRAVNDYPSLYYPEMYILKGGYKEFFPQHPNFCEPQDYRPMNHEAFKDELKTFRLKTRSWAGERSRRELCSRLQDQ
# Hsp90 inh: displaces geldanamycin probe from tumor Hsp90 | 64,000 tested, 0.35% active | P07900 | inhibition, % at 30 µM | NCI-N417 lysate Hsp90, Cy3B-geldanamycin FP displacement | AID 429;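 active = inhibition above 50%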;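 also: 0% = tracer plus lysate wells and 100% = tracer alone without lysate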
# AP complement: alternative pathway complement inhibition, orthogonal assay; Human serum alternative complement pathway, LPS-coated ELISA, C3 deposition; tested in compound mixtures; inhibition, % at 5 µM; 62,000 tested, 0.08% active; AID 1235;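 active = inhibition above 30% in each of the two pooled mixtures holding the compound, so the lower value exceeds 30%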;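 also: 0% = serum in Mg-EGTA without compound and 100% = EDTA serum blank; some compounds past the cut are filed as inactive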
#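 Test system: human serum complement alternative pathway, C3 deposition onto LPS / Medium: Mg2+-EGTA GVB++ buffer containing human serum at 1:15 dilution / Probe or stimulus: Plate-bound LPS / Times: 1 h at 37 °C / Signal: ELISA with HRP anti-human C3 antibody, TMB substrate, absorbance 450 nm / Measure: percent inhibition / Repeats: two pool placements per compound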
# * hit, by the source's call; i = inactive; . = not tested or not shown; [ ] = dose if it differs, or a comment. Rule as the data show it, unless noted: active = inhibition above about 20% (passing the limit was not always enough); inactive = the rest.
SMILES,FXIa inh mix,A340 absorber,FXIIa mix inh,MMP13 inh,DUSP1 inh,JNK3 blocker,Cdc25B block,Hsp90 inh,AP complement
COc1ccc(C(OC(=O)c2ccco2)C(=O)NC2CCCCC2)cc1OC (stereo not given),5,0.99,-3,2,-14,2,-8,-1,5
CC(=O)OC(Cn1ccnc1)c1ccccc1 (stereo not given),2,1,8,-1,-14,-6,-13,-1,-9
Nc1ncnc2oc(-c3ccco3)c(-c3ccco3)c12,0,1,-1,-3,8,6,3,-4,0
CCn1nc(C)c(NC(=O)CSc2nnc(-c3ccco3)n2C)c1C,-2,1,-1,3,-4,5,-7,-1,-3
CNC(=O)CSc1nnc(CCc2ccccc2)n1-c1ccccc1,3,1.1,-5,-1,4,1,5,0,5
COc1ccc(NC(=O)Nc2ccccc2C)c(OC)c1,0,0.99,3,-2,3,-13,-21,1,0
O=C(OCC(=O)N1CCCc2ccccc21)c1ccc(Br)o1,4,0.98,11,3,4,-5,-14,1,5
COc1ccccc1N1CCN(CC(=O)Nc2ccc(C)c(F)c2)CC1,9,0.96,-14,-2,1,1,-14,-4,6
O=C(O)CCC(=O)Nc1ccc(C(=O)OC2CCCCC2)cc1,.,1.1,.,-3,8,12,-7,2,.
CCOCCCNS(=O)(=O)Cc1ccccc1,7,1,-18,-2,5,2,-1,-4,10
COc1ccc(S(=O)(=O)Cc2ccc(C(=O)NCCCN(C)c3ccccc3)o2)cc1,-2,0.99,-13,2,24,-1,-2,-3,10
C=CCOC(=O)Nc1c(C(=O)OC)[nH]c2ccccc12,7,1.1,3,1,9,-5,1,-8,12
CCCCN=C(N)/C(C(=O)OCC)=C(\O)c1ccc(OC)cc1,0,1.1,13,0,28,0,-8,-2,12
Cc1c(NS(=O)(=O)c2ccccc2)cc(Cl)c(O)c1C,4,1,14,.,3,.,-4,.,19
CCN(CC)c1ccc(C(=O)OCC(=O)N2CCN(c3ccccc3)CC2)cc1,0,1.1,3,-6,18,2,-20,-1,4
COc1ccc(NC(=O)c2cccc(-n3cnnn3)c2)cc1,4,0.97,33,3,3,2,-7,-6,-5
Cc1ccc(N2CC(c3nc4ccccc4n3C)CC2=O)cc1C (stereo not given),9,1,-15,1,-6,-5,-9,-2,12
CN1CCN(Cc2c(O)ccc3c(=O)c(Oc4ccccc4Cl)c(C(F)(F)F)oc23)CC1,2,1.1,17,2,13,-17,-6,-2,6
CN(C)c1cccc(C(=O)OCC(=O)NCC2CCCO2)c1 (stereo not given),4,1.1,4,2,-2,-6,-1,2,-12
O=C(CN(C(=O)CCC(=O)Nc1nccs1)c1ccc2c(c1)OCCO2)NCc1ccco1,5,0.97,-15,1,-8,5,-5,-4,10
CC(C)Nc1oc(-c2cccc3ccccc23)nc1C#N,-29,1.1,4,i[fluorescence artefact?],-7,6,1,-5,11
COc1ccc(S(=O)(=O)Nc2nnc(C)s2)cc1,-1,1,-14,2,2,3,4,-3,-6
COc1ccc(S(=O)(=O)N2CCC(C(=O)NCc3ccccn3)CC2)cc1Cl,3,1.1,8,2,5,-2,-5,-4,17
Cn1c(=O)n(CCCOc2ccc(Cl)cc2)c2ccccc21,5,1,4,2,-1,6,-15,-3,3
Cc1ccc(CCNC(=O)c2nnn(-c3cc(C)cc(C)c3)c2N)cc1,2,0.99,2,3,-4,3,-11,2,14
CCCCN1CCc2c([nH]c3ccc(C)cc23)C1=O,-4,1,2,-7,-5,-6,-12,-6,-12
O=C(Nc1nnc(SCc2ccc(Cl)cc2)s1)c1ccco1,6,1.1,1,-2,31,-4,-3,0,-4
Cc1cc(C(=O)N2CCCC2C(=O)O)c(C)o1 (stereo not given),10,1.1,3,3,5,5,-7,2,4
CN(CCOC(=O)c1cccc(Br)c1)C(C)(C)C,5,1,1,-5,-19,-4,2,-5,3
CCOC(=O)c1[nH]c2ccccc2c1N=CN(CC)CC,.,1,.,-2,-24,-2,-14,-5,.
CCN(CC(=O)Nc1ccc2c(c1)OCCO2)Cc1cc(=O)oc2cc(C)c(C)cc12,7,1.1,2,0,13,14,-5,0,6
O=C(NCCN1CCOCC1)c1ccc(CS(=O)(=O)c2ccc(Br)cc2)o1,12,1.1,-18,3,8,5,-9,-1,0
Cc1ccc2cccc(S(=O)(=O)n3nc(C)cc3C)c2n1,2,1.1,5,-8,14,-2,-6,-7,25
O=C(Nc1ccc(F)cc1F)c1ccc(COc2c(F)c(F)cc(F)c2F)o1,5,1,-4,2,-2,-1,9,-9,11
COc1ccc(C(=O)Nc2ccc(S(=O)(=O)N3CCCCC3C)cc2)c(OC)c1OC (stereo not given),-5,1.1,2,0,4,1,-13,-2,6
CCOC(=O)C1=C(C)NC(C)=C(C(=O)OCC)C1C(=O)OCC(=O)N1CCc2ccccc21,5,1.1,10,-6,36,2,-3,-2,15
Cn1c(CCN2CCOCC2)nc2cc(NC(=O)COc3ccc(Cl)cc3)ccc21,17,0.97,-2,-3,18,-8,-14,-1,-7
CCCc1cc(=O)[nH]c(/N=C(/NC(=O)C(C)N2C(=O)c3ccccc3C2=O)Nc2ccccc2)n1 (stereo not given),9,1,13,0,13,0,-2,5,7
CCCCCCC1C(C#N)=C(N)OC2=C1C(=O)CCC2 (stereo not given),6,1,13,-1,6,-1,-1,-2,3
CC#CCN(CC#CC)S(=O)(=O)c1ccc(-n2cnnn2)c(OC)c1,6,0.97,-30,3,7,1,-3,2,-10

# Reformatted with values under each structure: 6 of the compounds above
# Fields – FXIa inh mix | A340 absorber | FXIIa mix inh | MMP13 inh | DUSP1 inh | JNK3 blocker | Cdc25B block | Hsp90 inh | AP complement
- COc1ccc(C(=O)Nc2ccc(S(=O)(=O)N3CCCCC3C)cc2)c(OC)c1OC (stereo not given)
→ -5 | 1.1 | 2 | 0 | 4 | 1 | -13 | -2 | 6
- CCOC(=O)C1=C(C)NC(C)=C(C(=O)OCC)C1C(=O)OCC(=O)N1CCc2ccccc21
→ 5 | 1.1 | 10 | -6 | 36 | 2 | -3 | -2 | 15
- Cn1c(CCN2CCOCC2)nc2cc(NC(=O)COc3ccc(Cl)cc3)ccc21
→ 17 | 0.97 | -2 | -3 | 18 | -8 | -14 | -1 | -7
- CCCc1cc(=O)[nH]c(/N=C(/NC(=O)C(C)N2C(=O)c3ccccc3C2=O)Nc2ccccc2)n1 (stereo not given)
→ 9 | 1 | 13 | 0 | 13 | 0 | -2 | 5 | 7
- CCCCCCC1C(C#N)=C(N)OC2=C1C(=O)CCC2 (stereo not given)
→ 6 | 1 | 13 | -1 | 6 | -1 | -1 | -2 | 3
- CC#CCN(CC#CC)S(=O)(=O)c1ccc(-n2cnnn2)c(OC)c1
→ 6 | 0.97 | -30 | 3 | 7 | 1 | -3 | 2 | -10

# Further compounds follow:
SMILES,FXIa inh mix,A340 absorber,FXIIa mix inh,MMP13 inh,DUSP1 inh,JNK3 blocker,Cdc25B block,Hsp90 inh,AP complement
Cc1nc2ccc(S(=O)(=O)NCC(=O)N3CCCCC3)cc2s1,13,0.97,4,-1,-5,2,3,-1,4
CCc1c(C)nc(N)n2c(SCC(=O)N3CCN(c4ccccc4F)CC3)nnc12,-2,1,-9,0,2,-5,-4,1,5
Cc1nnc(SCCC#N)n(CCC#N)c1=O,.,1,.,6,-25,-1,-22,-4,.
CCOC(=O)c1[nH]c2ccc(OC)cc2c1NC(=O)CCN1CCC(C)CC1,2,1,3,-49,-8,1,-35,-2,2
COc1cccc(NC(=O)CSc2nccn2-c2cccc(OC)c2)c1,4,1,-16,6,2,2,-10,0,14
Cc1ccc2c(CC(=O)Nc3nc(C)cs3)coc2c1,7,0.97,20,4,8,.,1,.,13
O=C(Cn1ccc2ccccc2c1=O)N1CCN(Cc2ccc3c(c2)OCO3)CC1,6,0.99,4,-1,-4,-2,-7,-2,10
Cc1nn2cc(-c3ccccc3)nc2s1,-7,1,2,5,-3,.,-9,.,7
CC12CCC(C(=O)O)(c3nc(C#N)c(C#N)nc31)C2(C)C (stereo not given),5,0.97,4,3,11,1,1,-4,11
CC12CCCCN1CCCc1c2[nH]c2ccccc12 (stereo not given),6,1,9,3,-10,2,5,-26,8

# Single values from above.
# Under FXIIa mix inh, CCCCN=C(N)/C(C(=O)OCC)=C(\O)c1ccc(OC)cc1 is entered as 13
# Under A340 absorber, COc1ccc(S(=O)(=O)N2CCC(C(=O)NCc3ccccn3)CC2)cc1Cl is entered as 1.1

# Additional compounds:
SMILES,FXIa inh mix,A340 absorber,FXIIa mix inh,MMP13 inh,DUSP1 inh,JNK3 blocker,Cdc25B block,Hsp90 inh,AP complement
CN(Cc1nc(-c2cccnc2)no1)S(=O)(=O)c1ccccc1,4,1,4,5,-1,4,-12,-1,-11
CN(C)c1ccc(/C=[N+](\[O-])C(C)(C)/C=N/O)cc1,.,1.3,.,1,-8,-7,-8,-2,31
O=C(NCCc1cn2ccsc2n1)c1cccs1,1,1,1,-12,5,8,6,0,13
CCCS(=O)(=O)NCc1ccc2c(c1)cc(C)n2C,.,1,.,-13,25,-11,2,1,.
CS(=O)(=O)N1CCC(c2noc(-c3ccc(C(F)(F)F)cc3)n2)CC1,4,0.98,-7,-7,3,-2,-9,-3,-5
CC1OC(Nc2cccc3ccccc23)C(O)C(O)C1O (stereo not given),-29,1,16,-95[fluorescence artefact?],7,-8,-5,27,-8
Cc1cccc(-c2noc(CN(C(=O)CCc3ccccc3)C(C)C)n2)c1,-27,1,9,-4,9,0,-13,0,20
CCOc1ccc2oc(-c3ccccc3)c(C(=O)N3CCN(CCO)CC3)c2c1,-66,1,8,-88[fluorescence artefact?],4,-1,-12,-2,6
COc1ccc(-n2nc3c(c2NC(=O)C2CC2)CS(=O)C3)cc1 (stereo not given),-6,0.98,1,1,-8,2,1,0,19
Cc1ccc(Cn2c(=O)c3c(nc4n3CCCN4Cc3ccccc3)n(C)c2=O)cc1,15,1,5,1,7,0,1,0,2
O=C1NC(=O)C(c2cn(-c3ccccc3)nc2-c2ccc(F)cc2)N1 (stereo not given),6,1.1,0,0,-19,3,5,-3,13
O=C(NCc1cccnc1)c1ccc(=O)oc1,7,1.1,8,-2,-20,-1,0,-5,-5
